Screens (PubChem BioAssay)
Bcl-B TR3 displacers: displacers of TR3 peptide from Bcl-B, primary screen, selectivity assay for Bfl-1 inhibitor project, biochemical, fluorescence polarization | Bcl-2-like protein 10 (Homo sapiens) | FP displacement of FITC-TR3 peptide from Bcl-B; higher % means a stronger effect | displacement, % at 20 µM; hits with a dose series show IC50 in µM | actives 0.11% (n = 96,000) | AID 748, 2007;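 active = displacement above 50% at 20 µM plus a fluorescence interference ratio under 1.5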;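 note: plate controls were wells without compound for no effect and wells lacking Bcl-B protein for full effect; a part of the inactive calls stands beside numbers as strong as those of hits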
PLAP inhibitors HTS: PLAP enzyme inhibitors, biochemical, luminescence, HTS (AID 690). Alkaline phosphatase, placental type (Homo sapiens). purified PLAP, luminescent substrate; higher % means a stronger effect. inhibition, % at 20 µM; hits with a dose series show IC50 in µM. actives 0.08% (n = 96,000); in the data active = a potency from the dose series; inactive = the rest, 99 in 100 with inhibition below about 30%; note: strong numbers were not always called active
IL1B NFkB pot: enhancers of NFkB p65 translocation in HUVEC – imaging, IL-1B stimulus, high-content imaging, primary screen | actives 0.3% (n = 94,000) | AID 819, 2007 | activation, % at 2 µM | HUVEC IL-1B NFkB p65 nuclear translocation imaging;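 active = activation above 40%, about the mean plus 3 SD, also judged a hit on visual image review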;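 note: percent activation is computed from the nuclear over cytoplasmic p65 intensity ratio; values of inactives mirror those of a sister screen read the other way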
NFkB transloc inh: inhibitors of IL-1B driven NFkB p65 nuclear import, primary screen, imaging, HUVEC, IL-1B stimulus, high-content imaging | actives 0.43% (n = 94,000) | AID 796, 2007 | HUVEC IL-1B NFkB p65 nuclear translocation imaging | inhibition, % at 2 µM;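 active = inhibition above about 30% together with a positive call from visual inspection of the well image, limit read from the data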;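 note: nuclear over cytoplasmic p65 intensity ratio measured by imaging; 0% = IL-1B stimulated DMSO wells and 100% = unstimulated DMSO wells; values of inactives mirror those of a sister screen read the other way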
MRP resist rev: reversal of MRP1-mediated doxorubicin resistance, primary screen, H69AR cells, doxorubicin co-treatment. differential viability (reversal), % at 10 µM. AID 602, 2007. H69AR cells + 2 uM doxorubicin, CellTiter-Glo, 72 h. actives 0.04% (n = 85,000);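 active = viability drop by adding the cancer drug above about 55%, with treated viability meeting a 40% cutoff, limit read from the data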;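 note: viability without doxorubicin minus viability with 2 µM doxorubicin for each compound; larger differential means the compound sensitizes cells more to doxorubicin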
MRP resist rev cytotoxicity: second read-out of MRP resist rev, no call of its own (marks repeat the call); viability, %; H69AR cells, CellTiter-Glo, 72 h; measured here: cytotoxicity without doxorubicin
MRP resist rev with doxorubicin: further read-out of MRP resist rev, marked with its call; viability, %; measured here: viability with 2 uM doxorubicin; active compounds read low
NFkB transloc inh cell count 2 µM: second read-out of NFkB transloc inh, no call of its own (marks repeat the call); cell count; measured here: cells passing quality filter;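 raw number of nuclei counted in each imaged well without normalization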
IL1B NFkB pot cell count 2 µM: further read-out of IL1B NFkB pot, marked with its call; cell count; measured here: cells passing quality filter
* hit, by the source's call; / = not tested or not shown. A portion of the library; the hit share may differ from the screen's.

item	molecule	Bcl-B TR3 displacers	PLAP inhibitors HTS	IL1B NFkB pot	IL1B NFkB pot cell count 2 µM	NFkB transloc inh	NFkB transloc inh cell count 2 µM	MRP resist rev	MRP resist rev cytotoxicity	MRP resist rev with doxorubicin
1	O=C(Nc1ccc(N2CCOCC2)c(Cl)c1)c1ccc(F)cc1	/	/	6	115	-6	115	13	98	85
2	Cc1nn(CC(=O)NCc2ccc(OC(C)C)cc2)c(=O)c2cc3occc3n12	14%	1%	7	59	-8	143	-7	82	89
3	CC(C)(C)c1ccc(C(=O)c2c[nH]c(C(=O)NCc3ccco3)c2)cc1	-2%	0%	6	168	-6	168	/	/	/
4	Cc1ccc(NC(=S)NCc2cccs2)c(C)c1	0%	20%	0	68	0	68	-14	70	84
5	CCCCn1cnc2c([nH]c3cc(OC)ccc32)c1=O	-9%	25%	-9	180	10	180	-7	83	90
6	Cc1cc(C)nc(SCc2nnc(SCC#N)n2-c2cccc(Cl)c2)n1	6%	-19%	0	101	0	101	5	83	78
7	CCOC(=O)Cn1c(CN(Cc2ccccc2)Cc2ccccc2)nc2c1c(=O)[nH]c(=O)n2C	-2%	-43%	5	197	-5	197	-12	69	81
8	COc1ccc(N2C(=O)C(Cl)=C(NCc3ccccc3)C2=O)cc1	-6%	4%	-6	188	6	188	20	91	71
9	CCc1ccccc1N(CC(=O)N1CCN(c2ccc(F)cc2)CC1)S(C)(=O)=O	-12%	-57%	1	90	-2	90	-8	75	83
10	CCCCN(C)C(=O)c1ccc2c(c1)N(CC)C(=O)c1ccccc1S2(=O)=O	1%	-25%	/	/	/	/	1	78	77
11	COc1ccccc1CNC(=O)COC(=O)c1n[nH]c2ccccc12	-20%	-130%	12	40	-12	40	8	88	80
12	CCCc1cc(N2CCN(c3ccccn3)CC2)n2nc(C)c(-c3ccccc3)c2n1	-17%	-37%	-2	140	2	140	-7	75	82

Of the compounds above, these have a furan ring, fused or not.
item	molecule	Bcl-B TR3 displacers	PLAP inhibitors HTS	IL1B NFkB pot	IL1B NFkB pot cell count 2 µM	NFkB transloc inh	NFkB transloc inh cell count 2 µM	MRP resist rev	MRP resist rev cytotoxicity	MRP resist rev with doxorubicin
2	Cc1nn(CC(=O)NCc2ccc(OC(C)C)cc2)c(=O)c2cc3occc3n12	14%	1%	7	59	-8	143	-7	82	89
3	CC(C)(C)c1ccc(C(=O)c2c[nH]c(C(=O)NCc3ccco3)c2)cc1	-2%	0%	6	168	-6	168	/	/	/

Further entries:
item	molecule	Bcl-B TR3 displacers	PLAP inhibitors HTS	IL1B NFkB pot	IL1B NFkB pot cell count 2 µM	NFkB transloc inh	NFkB transloc inh cell count 2 µM	MRP resist rev	MRP resist rev cytotoxicity	MRP resist rev with doxorubicin
13	Cc1sc(NC(=O)c2cccs2)c(C(=O)OC(C)C)c1C	/	/	30	110	-30	110	-6	86	92
14	CCc1ccc(N2CC(C)Cn3c2nc2c3c(=O)n(CCN3CCOCC3)c(=O)n2C)cc1 (configuration not stated)	-5%	-29%	5	74	-5	74	19	81	62
15	CCC1(C)N=c2c(c(=O)n(C)c(=O)n2C)=NO1 (configuration not stated)	-1%	11%	-9	153	9	153	/	/	/
16	CCOc1ccc(-c2nc(-c3ccncc3)no2)cc1OCC	-6%	3%	9	103	-9	103	12	94	82
17	CCC(CC)C1C(C#N)=C(N)Oc2n[nH]c(-c3ccccc3)c21 (configuration not stated)	1%	23%	-10	61	-2	144	-43	36	79
18	CNC(=O)Nc1ccccc1F	-7%	6%	5	192	-5	192	-9	95	103
19	CCOC(=O)N(CC)OC(=O)Nc1ccc(Cl)cc1	2%	-4%	21	186	-21	186	-1	87	88
20	Cc1ccc(S(=O)(=O)C2(C(=O)N3CCCCC3C)CC2)cc1 (configuration not stated)	0%	-22%	0	100	0	100	-8	94	102
21	O=C(Cn1nc(C(F)F)cc1C(F)F)N/N=C/c1ccc2c(c1)OCO2	0%	7%	5	156	-5	156	/	/	/
22	COC(=O)c1cccc(NC(=O)CSc2nc3cccnc3n2C)c1	8%	-2%	-5	128	5	128	1	82	80
23	CC(C)CC1(C(=O)O)NC(c2ccccc2O)C2C(=O)N(C(C)C)C(=O)C21 (configuration not stated)	-8%	-2%	4	57	-4	57	-8	96	104
24	CCOC(=O)c1ccc(N(CC(=O)NC2CCCC2)C(=O)CNC(=O)c2ccco2)cc1	3%	-52%	-5	144	5	144	17	102	85

(list continues)
item	molecule	Bcl-B TR3 displacers	PLAP inhibitors HTS	IL1B NFkB pot	IL1B NFkB pot cell count 2 µM	NFkB transloc inh	NFkB transloc inh cell count 2 µM	MRP resist rev	MRP resist rev cytotoxicity	MRP resist rev with doxorubicin
25	COc1ccc(CCNC(=O)c2cnn3cccnc23)cc1OC	-1%	9%	17	109	-17	109	-4	82	86
26	O=C(c1cc2nc(-c3ccc(F)cc3)cc(C(F)(F)F)n2n1)N1CCOCC1	5%	6%	-13	128	13	128	9	105	96
27	CC1=C(C#N)c2nc(N)c(C#N)c(C)c2/C1=C\c1ccc(C)cc1	0%	-14%	6	170	-6	170	9	91	82
28	O=C(CS(=O)(=O)c1c[nH]c2ccccc12)Nc1ccc2c(c1)OCCO2	1%	-4%	17	134	-17	134	-24	64	87
29	CC(C)C(=O)Nc1nnc(CSCc2ccccc2F)s1	-3%	6%	-54	160	54*	160*	-2	93	95
30	CCCC(=O)Nc1ccc(C(=O)NCCCn2ccnc2)cc1	5%	17%	0	119	0	119	-58	16	74
31	O=C(NCc1ccccn1)C(F)(F)C(F)(F)C(=O)NCc1ccccn1	2%	-9%	5	129	-5	129	2	84	83
32	COc1cccc(C2=NOC(C(=O)N3CCN(c4ccccc4)CC3)C2)c1OC (configuration not stated)	/	/	30	60	-30	60	0	94	93
33	CCN(CC)S(=O)(=O)c1ccc(Cl)c(C(=O)OC)c1	-9%	-28%	0	167	0	167	10	94	85
34	Cc1cc(C)c(S(=O)(=O)N(CC(=O)N2CCCC2)C2CCCCC2)c(C)c1	-5%	-64%	6	133	-6	133	-1	77	78
35	Cn1nnnc1SCc1ccccc1F	0%	-10%	/	/	/	/	4	91	86
36	O=C(Nc1ccccc1)C(Cc1ccccc1)NC(=O)C12CC3CC(CC(C3)C1)C2 (configuration not stated)	5%	-1%	9	117	-9	117	/	/	/

Additional entries:
item	molecule	Bcl-B TR3 displacers	PLAP inhibitors HTS	IL1B NFkB pot	IL1B NFkB pot cell count 2 µM	NFkB transloc inh	NFkB transloc inh cell count 2 µM	MRP resist rev	MRP resist rev cytotoxicity	MRP resist rev with doxorubicin
37	CCCNC(=O)CN(CCc1ccccc1)S(C)(=O)=O	9%	5%	-11	70	11	70	-10	97	107
38	CC1CCc2ccc(F)cc2N1S(=O)(=O)c1cccs1 (configuration not stated)	-20%	12%	-8	66	8	66	-30	27	57
39	COC(=O)c1cn(CCOc2ccc(C)cc2)c2ccccc12	-1%	3%	11	171	-11	171	2	98	96
40	O=C(NC1CCCC1)NS(=O)(=O)c1ccccc1Cl	-9%	5%	/	/	/	/	-5	98	103
41	COc1ccc(OC)c(S(=O)(=O)N(C)CC(=O)N2CCN(c3ccccc3F)CC2)c1	-3%	-38%	37	102	-37	102	10	67	58
42	CCOC(=O)C(C(=O)OCC)N(C#N)c1nc(OC)nc(N(C)C)n1	0%	17%	4	121	-4	121	8	78	70
43	COc1ccc(C(=O)CSC2=C(C#N)C3(CCCCC3)C(C#N)=C(N)N2)cc1	-24%	-25%	-3	98	3	98	-6	54	60
44	COc1ccc(CCNC(=O)CCCCCN2C(=O)c3ccccc3C2=O)cc1	7%	-25%	-9	157	9	157	/	/	/
45	Cc1ccc(-c2c(C)n([O-])c3c([n+]2=O)CCCCC3)o1	-4%	13%	15	99	-15	99	1	98	97
46	CCOC(=O)c1c(CC(C)C)csc1NC=O	-12%	-2%	-5	127	5	127	-10	88	98
47	Cc1csc(NC(=O)CCc2nc3ccccc3s2)n1	-4%	-39%	21	112	-21	112	10	98	88
48	O=C(Cn1nnc2c(sc3nc4c(c(-c5ccccc5)c32)CCC4)c1=O)c1ccccc1	-10%	-39%	9	215	-9	215	/	/	/

Next section:
item	molecule	Bcl-B TR3 displacers	PLAP inhibitors HTS	IL1B NFkB pot	IL1B NFkB pot cell count 2 µM	NFkB transloc inh	NFkB transloc inh cell count 2 µM	MRP resist rev	MRP resist rev cytotoxicity	MRP resist rev with doxorubicin
49	CCCC(=O)NCCc1ccc(F)cc1	3%	-1%	-15	182	15	182	0	100	100
50	CC(=O)c1cccc(NC(=O)NCc2cccnc2)c1	-3%	-4%	7	184	-8	184	-3	93	96
51	COc1cccc2cc(-c3nnc(SCC(=O)Nc4cc(C(F)(F)F)ccc4Cl)n3N)oc12	-2%	3%	16	115	-16	115	-12	8	20
52	Cn1c(COc2ccccc2)nnc1SCCC(=O)Nc1ccccc1	-4%	11%	13	192	-13	192	1	96	95
53	COc1ccccc1CCC(=O)Nc1nc2ccccc2[nH]1	-2%	-12%	-2	179	2	179	-20	21	41
54	Cc1ccc2nc(SCC(=O)Nc3ccc4c(c3)OCCO4)[nH]c2c1	-1%	-76%	25	188	-25	188	10	86	76
55	CCCn1nnnc1NCc1ccccc1OCc1ccc(F)cc1	-6%	37%	8	75	-8	75	20	91	71
56	O=C(c1ccc(S(=O)(=O)Nc2ccccc2)cc1)N1CCOCC1	-2%	19%	19	57	-19	57	-2	84	86
57	COc1ccc(C(=O)Nc2c(N)nc(SCC(=O)N3CCC(C)CC3)[nH]c2=O)cc1OC	13%	-8%	-4	39	4	39	-3	86	89
58	O=C(Cc1ccccc1)N1CCN(C(=O)c2cccs2)CC1	-5%	19%	3	206	-4	206	0	86	86
59	Cc1ccc(Oc2nnc(-c3ccccc3)c3ccccc23)cc1	3%	9%	-3	85	3	85	/	/	/
60	OCCNc1nc(OCC(F)(F)F)nc(N2CCN(C34CC5CC(CC(C5)C3)C4)CC2)n1	-7%	7%	/	/	/	/	/	/	/

The listing continues:
item	molecule	Bcl-B TR3 displacers	PLAP inhibitors HTS	IL1B NFkB pot	IL1B NFkB pot cell count 2 µM	NFkB transloc inh	NFkB transloc inh cell count 2 µM	MRP resist rev	MRP resist rev cytotoxicity	MRP resist rev with doxorubicin
61	Cc1cccc(NC(=O)Nc2ccc(C#N)cc2)n1	1%	-2%	/	/	/	/	-2	56	58
62	CS/C(N)=N/N=C/c1ccc([N+](=O)[O-])cc1	-9%	13%	-9	151	9	151	/	/	/
63	CCOC(=O)c1cnc2cc(Cl)c(OC)cc2c1NCC1CCCO1 (configuration not stated)	0%	-10%	-9	82	9	82	/	/	/
64	O=C(Oc1c(Br)cc(C(=S)N2CCOCC2)cc1Br)c1ccc(Cl)cc1	22%	8%	1	79	-1	79	/	/	/
65	COc1ccc(C2=NN(C)C(=NCc3ccccc3)SC2)cc1	15%	-6%	-36	173	36*	173*	16	93	77
66	COc1ccc(C2C(C#N)=C(N)N(c3sc4c(c3C#N)CCCC4)C3=C2C(=O)CC(C)(C)C3)cc1 (configuration not stated)	6%	0%	17	136	-17	136	/	/	/
67	Cc1cc(C)c2[nH]c(=O)c(=O)[nH]c2c1	/	/	11	169	-11	169	5	91	87
68	Cc1cc(C)c(/C=N/NC(N)=O)c(C)c1/C=N/NC(N)=O	17%	5%	0	122	0	122	/	/	/
